GLA spleen mod = inhibits or activates alpha-galactosidase in human spleen homogenate. P06280. human spleen homogenate, 4MU-alpha-Gal fluorescence, 40 min. Potency, µM (series often up to 80 µM), without a hit: top-dose activity change, negative = inhibition, most hits filed as inhibitors. 240,000 tested, 0.008% active. AID 2107;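 also: 0% = enzyme with vehicle and -100% = no enzyme basal signal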
Target sequence (P06280 32-429 limits assumed): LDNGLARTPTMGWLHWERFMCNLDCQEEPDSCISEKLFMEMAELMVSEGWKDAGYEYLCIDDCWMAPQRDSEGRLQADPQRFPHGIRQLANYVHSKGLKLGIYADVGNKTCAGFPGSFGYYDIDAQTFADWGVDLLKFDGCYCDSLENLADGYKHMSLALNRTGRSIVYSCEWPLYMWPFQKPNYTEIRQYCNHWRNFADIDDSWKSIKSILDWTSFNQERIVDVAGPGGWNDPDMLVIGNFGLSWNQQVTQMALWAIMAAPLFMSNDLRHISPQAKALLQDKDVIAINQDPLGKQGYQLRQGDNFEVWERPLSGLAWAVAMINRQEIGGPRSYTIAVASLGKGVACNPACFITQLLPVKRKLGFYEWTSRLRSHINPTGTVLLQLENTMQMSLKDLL
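Spleen homogenate 1 ug + cpd (titration) + 4-MU-alpha-D-galactopyranoside 1 mM; 37C 40 min; 50 mM citrate/phosphate pH 5.0, 0.01% Tween-20; stop pH 10; fluorescence 365/440; AC50 via Hill.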
GAA glycogen = inhibitors or activators of human alpha-glucosidase glycogen cleavage; P10253; recombinant GAA, glycogen substrate, Amplex Red glucose oxidase fluorescence; Potency, µM (top dose mostly 76.4 µM), inactives show at the highest dose activity change, negative = inhibition, hits mostly inhibitors; 300,000 tested, 0.38% active; AID 2100;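 also: 0% = full enzyme reaction and -100% = no-enzyme basal signal; the screen sought inhibitors and activators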
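Recombinant enzyme (4 nM final) with compounds titrated up to 77 uM and bovine liver glycogen (30 ug) in citrate pH 5.0, 0.01% Tween-20, 37 C 40 min. Released glucose detected by Amplex Red/glucose oxidase (Ex 573/Em 610); AC50 from Hill fits.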
Tau fibril FP = blocks human tau fibril formation measured by polarization. Potency, µM (titrated, usually from 57.7 µM), without a hit: top-dose activity, negative = inhibition, most hits filed as inhibitors. 280,000 tested, 0.39% active. K18 P301L tau heparin fibrillization, Alexa594 FP, 6 h. AID 1468; also: % is scaled to controls: 0 for no effect and ±100 for the full control effect; nearly all actives have a fitted effect of over 55% in size
Target sequence (P10636 561-689 P618L limits assumed): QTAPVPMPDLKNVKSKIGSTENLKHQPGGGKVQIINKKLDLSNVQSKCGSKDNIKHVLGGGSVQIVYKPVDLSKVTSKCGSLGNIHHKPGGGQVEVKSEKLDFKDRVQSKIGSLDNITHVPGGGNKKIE
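Human K18 P301L fragment (15 uM unlabeled plus 0.24 uM Alexa 594-labeled) in 100 mM sodium acetate pH 7 with compound, aggregation induced by 20 uM heparin for 6 hr at 37 C. ThT (30 uM) added for 1 hr, then Alexa 594 FP read.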
Tau fluor counter = counter-screen for tau fibril formation inhibitors; tau K18 P301L Alexa594 fluorescence, heparin fibrillization; Potency, µM (doses to about 57.7 µM), for the others: at the highest dose activity change, negative = decrease; 280,000 tested, 0.93% active; also: % is scaled to controls: 0 for no effect and ±100 for the full control effect; nearly all actives have a fitted effect of over 55% in size
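Human K18 P301L tau (15 uM unlabeled plus 0.24 uM Alexa 594-labeled, final) in 100 mM sodium acetate pH 7 was mixed with compound and 20 uM heparin and incubated 6 hr at 37 C.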
HTT cytoprotect = protects HTT-Q103 PC12 cells, measured by ATP; Potency, µM (top dose mostly 56.4 µM), without a hit: cytoprotection (ATP increase), actives largely listed as activators; 230,000 tested, 0.14% active; PC12 HTT-Q103 induced, cytoprotection, ATP luminescence, 40 h;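 also: % of control where 0% means no effect; nearly all actives have a fitted effect of over 45% in size; toxic huntingtin expression switched on by the ecdysone agonist tebufenozide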
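PC12 cells with ecdysone-inducible HTT exon 1 Q103-GFP, induced with 100 nM tebufenozide and co-treated with library compounds in a dose series (1536-well, 1500 cells/well). Cytoprotection read as ATP content by ATPlite luminescence.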
aGlu spleen mod = lysosomal alpha-glucosidase (human) modulation; 240,000 tested, 0.006% active; P10253; AID 2112; Potency, µM (series often up to 79.9 µM), inactives show top-dose activity change, negative = inhibition, hits mostly inhibitors; human spleen homogenate, 4-MU-alpha-glucoside fluorescence;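 also: 0% = enzyme with vehicle and -100% = no enzyme basal signal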
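Enzyme source: human spleen homogenate, 1 ug/well. Buffer 50 mM citric acid/K phosphate pH 5.0, 0.01% Tween-20. 4-MU-alpha-glucoside 1 mM; 37 C x 40 min; NaOH/glycine stop; fluorescence.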
GAA inhib = alpha-glucosidase (human) inhibition. P10253. 200,000 tested, 0.005% active. Potency, µM (top dose mostly 76.9 µM), without a hit: at the highest dose activity change, negative = inhibition, usual class: inhibitors. AID 1466. purified human GAA, 4-MU-alpha-glucoside fluorescence;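 also: plate controls were uninhibited enzyme wells for no effect and no-enzyme background for full effect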
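Activity normalized between no-enzyme (basal) and enzyme-only wells. Conditions: 4 nM human enzyme, 400 uM fluorogenic substrate, citrate/phosphate pH 5.0 with Tween-20, 20 min room temperature, compounds up to 77 uM.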
Tau fibril ThT = tau fibrillization inhibition (ThT binding) | P10636 | recombinant tau K18 P301L (four-repeat tau fragment), heparin-induced fibrillization, ThT fluorescence | Potency, µM (doses to about 57.4 µM), inactives show at the top dose activity, negative = inhibition, actives largely listed as inhibitors | 270,000 tested, 2.1% active | AID 1460; also: % is scaled to controls: 0 for no effect and ±100 for the full control effect; nearly all actives have a fitted effect of over 55% in size
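K18 P301L tau (15 uM + 0.24 uM Alexa 594-tagged), heparin 20 uM, NaOAc pH 7, 6 h 37 C; ThT 30 uM, 1 h RT, ex 450/em 510 nm.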
* marks the source's active call; other numbers are inactive results; u = inconclusive; x = not tested or not shown; [ ] = another dose, or the depositor's remark. Calls follow the shape of the dose curve; as a rule, active = well fitted curve in the direction sought with a large enough effect; inconclusive = small, poorly fitted or top-dose-only effect, or another doubt; inactive = no such curve, though single readings can be large; an effect the other way counts as inactive or inconclusive. Potency is read from the fitted curve at half-maximal effect.

SMILES	GLA spleen mod	GAA glycogen	Tau fibril FP	Tau fluor counter	HTT cytoprotect	aGlu spleen mod	GAA inhib	Tau fibril ThT
CCCCC(=O)Nc1cc(NC(=O)CC)ccc1Cl	3.4%	5.5%	-13.7%	-16.3%	-11.7%	2.7%	7.5%	-9.7%
Cc1ccccc1-n1c(SCC(=O)Nc2ccccc2)nc2nc3c(cc2c1=O)CCCC3	1.7%	7.8%	-7.3%	-13.1%	-4.0%[10 µM]	-4.6%	-3.5%	-9.3%
O=C1N(Cc2cccc(Cl)c2)C[C@@H]2C[C@@H](c3ccco3)N3CCC[C@@]123	-6.7%	-0.3%	5.4%	-9.3%	3.2%[10 µM]	5.6%	x	-10.8%
CCC(=O)Nc1ccc(C(=O)Nc2cccc(OC)c2)cc1	-9.6%	-8.4%	0.4%	-3.5%	-28.5%	2.1%	-13.0%	-2.6%
Cc1c(NS(=O)(=O)CC23CCC(CC2=O)C3(C)C)c(=O)n(-c2ccccc2)n1C (stereo unspecified)	2.7%	-7.8%	6.0%	1.7%	-7.3%	-17.1%	4.7%[15.4 µM]	-6.7%
C=CCSc1nc(C)cc(C(=O)OCC)c1C#N	-2.4%	1.4%	2.1%	-19.6%	12.4%[10 µM]	3.3%	4.6%	-13.7%
CCCCCCn1c(COc2ccccc2F)nnc1SCC(=O)c1c(N)n(C)c(=O)n(C)c1=O	6.4%	-1.1%	7.0%	6.9%	11.7%[10 µM]	5.5%	2.1%	16.3%
COc1ccc(N(C(=O)c2ccc(C)cc2)S(=O)(=O)c2ccc(Cl)cc2)cc1	x	6.5%[76.3 µM]	-1.3%	-10.3%	x	x	x	-7.1%
C[C@@H](c1ccccc1)N1C(=O)[C@H]2[C@@H]3[C@H](O)C=CC(=O)[C@H]3CC[C@H]2C1=O	-10.8%[17.5 µM]	x	-0.5%[11.6 µM]	-3.1%[11.6 µM]	u	0.6%[17.4 µM]	x	-11.2%[11.5 µM]
COCc1c(C(=O)OC)nnn1-c1ccccc1	-9.1%	-9.5%	-0.9%	-1.6%	-5.0%[10 µM]	-3.9%	0.0%	-1.9%
O=C(CSc1cccc[n+]1[O-])Nc1cccc(S(=O)(=O)NC2=NCCCCC2)c1	3.6%	-2.6%	-1.8%	6.4%	8.4%	1.3%	11.7%	1.5%
COCCNC(=O)NC1(C(F)(F)F)Oc2ccc(Cl)cc2O1 (stereo unspecified)	-1.9%	-18.7%	-2.8%	-20.4%	-10.8%	-1.6%	-9.5%	u
CCOC(=O)CCc1c(C)nc2cc(C3CCCN(C(=O)OC(C)(C)C)C3)[nH]n2c1=O (stereo unspecified)	u	-3.9%	-7.7%	-9.5%	-5.2%[10 µM]	-20.9%	-0.7%	-1.8%
Cc1ccc2c(c1)N(CCC(=O)NCc1cccnc1)C(=O)CO2	11.4%	8.0%	0.1%	1.7%	-17.4%	1.6%	-8.8%	-5.7%
COc1ccc(C)cc1-n1nnnc1SCC1CCCO1 (stereo unspecified)	7.9%	2.3%	6.5%	2.7%	4.6%	2.4%	-8.8%	-0.9%

Reprinted at random: six entries already listed, in no set order.
SMILES	GLA spleen mod	GAA glycogen	Tau fibril FP	Tau fluor counter	HTT cytoprotect	aGlu spleen mod	GAA inhib	Tau fibril ThT
COCc1c(C(=O)OC)nnn1-c1ccccc1	-9.1%	-9.5%	-0.9%	-1.6%	-5.0%[10 µM]	-3.9%	0.0%	-1.9%
Cc1ccccc1-n1c(SCC(=O)Nc2ccccc2)nc2nc3c(cc2c1=O)CCCC3	1.7%	7.8%	-7.3%	-13.1%	-4.0%[10 µM]	-4.6%	-3.5%	-9.3%
CCCCCCn1c(COc2ccccc2F)nnc1SCC(=O)c1c(N)n(C)c(=O)n(C)c1=O	6.4%	-1.1%	7.0%	6.9%	11.7%[10 µM]	5.5%	2.1%	16.3%
C=CCSc1nc(C)cc(C(=O)OCC)c1C#N	-2.4%	1.4%	2.1%	-19.6%	12.4%[10 µM]	3.3%	4.6%	-13.7%
CCC(=O)Nc1ccc(C(=O)Nc2cccc(OC)c2)cc1	-9.6%	-8.4%	0.4%	-3.5%	-28.5%	2.1%	-13.0%	-2.6%
COc1ccc(C)cc1-n1nnnc1SCC1CCCO1 (stereo unspecified)	7.9%	2.3%	6.5%	2.7%	4.6%	2.4%	-8.8%	-0.9%

The listing picks up; the 2 compounds before the break are reprinted first.
SMILES	GLA spleen mod	GAA glycogen	Tau fibril FP	Tau fluor counter	HTT cytoprotect	aGlu spleen mod	GAA inhib	Tau fibril ThT
Cc1ccc2c(c1)N(CCC(=O)NCc1cccnc1)C(=O)CO2	11.4%	8.0%	0.1%	1.7%	-17.4%	1.6%	-8.8%	-5.7%
COc1ccc(C)cc1-n1nnnc1SCC1CCCO1 (stereo unspecified)	7.9%	2.3%	6.5%	2.7%	4.6%	2.4%	-8.8%	-0.9%
COc1cc(NC(=S)NCc2cccnc2)cc(OC)c1	-5.9%	2.8%	-1.2%	6.9%	x	0.7%	7.2%	12.8%
Cc1cc(OCCOCCNC(C)C)cc(C)c1Cl	-12.1%	-5.9%	0.4%	-3.6%	-37.6%	-10.7%	0.1%	-14.0%
CCOC(=O)c1sc(NC(=O)CCN2CC(C)OC(C)C2)c(C(=O)OCC)c1C (stereo unspecified)	-8.7%	4.2%	-2.9%	-14.6%	14.3%	-9.1%	1.0%	-11.3%
Cc1ccc(Oc2ncccc2NC(=O)CC2(CC(=O)O)CCCC2)c2c1CCC2	10.7%	-5.6%	1.2%	6.9%	3.7%[10 µM]	-0.6%	x	x
Cc1ccc(S(=O)(=O)CCC(=O)NCCN2C(=O)S/C(=C/c3ccc(F)cc3)C2=O)cc1	3.1%	-4.0%	-0.8%	-14.0%	-18.3%[1.9 µM]	-1.3%	-7.5%	-22.2%
O=C(Cn1cnc2c(nnn2-c2ccccc2)c1=O)NCC1CCCO1 (stereo unspecified)	-1.7%	1.3%	-8.7%	-2.2%	-1.8%	-2.2%	-0.4%	-2.1%
C=C(C)C(=O)/C=C/CCC/C=C/C(=O)OCC	-5.4%	x	-14.1%	-11.3%	28.3%	-4.7%	x	-17.3%
O=C(CCN1CCOCC1)N/N=C/c1cc([N+](=O)[O-])ccc1OC(F)F	-1.2%	5.1%	1.5%	-9.9%	-37.2%	0.7%	-5.0%	-8.3%
CCOC(=O)C1=NN(N=O)C2(CC(=O)N(c3cc(C)cc(C)c3)C2=O)C1 (stereo unspecified)	10.6%	-3.2%	1.7%	-10.1%	21.3%	3.6%	-3.9%	u
NC(=S)N/N=C1\CCOc2ccc(F)cc21	-0.7%	-14.1%	-2.5%	-11.2%	16.7%[10 µM]	-1.6%	6.9%	-8.1%
O=C(CCCn1nnc2ccccc2c1=O)N[C@H](C(=O)O)c1ccccc1	6.7%	7.2%	4.0%	10.4%	3.4%[10 µM]	6.4%	-17.1%	9.7%
COc1ccccc1CN(Cc1cc2cc(C)ccc2[nH]c1=O)Cc1nnnn1CC1CCCO1 (stereo unspecified)	27.2%	-4.0%	u	-21.3%	-24.3%	-0.1%	13.6%	u
COC(=O)c1ccccc1NC(=O)COCc1cc(-c2cccs2)on1	x	-11.6%[76.3 µM]	-7.6%	-8.8%	x	x	x	-0.6%
Cc1ccc(-n2nnnc2SCC(=O)Nc2ccc3c(c2)COC3=O)cc1C	6.5%	-7.7%	-6.7%	-5.4%	16.2%[1.9 µM]	-2.2%	-11.3%	-8.9%
O=C(CSc1nc2ccccc2o1)Nc1ccc(N2CCOCC2)c(Cl)c1	5.8%	-3.7%	9.1%	u	-38.5%[inhibitor][0.074 µM]	-1.0%	-0.2%	u

Reformatted in CSV form: 2 of the compounds above
compound,GLA spleen mod,GAA glycogen,Tau fibril FP,Tau fluor counter,HTT cytoprotect,aGlu spleen mod,GAA inhib,Tau fibril ThT
CCC(=O)Nc1ccc(C(=O)Nc2cccc(OC)c2)cc1,-9.6%,-8.4%,0.4%,-3.5%,-28.5%,2.1%,-13.0%,-2.6%
O=C(CSc1cccc[n+]1[O-])Nc1cccc(S(=O)(=O)NC2=NCCCCC2)c1,3.6%,-2.6%,-1.8%,6.4%,8.4%,1.3%,11.7%,1.5%

(continued)
SMILES	GLA spleen mod	GAA glycogen	Tau fibril FP	Tau fluor counter	HTT cytoprotect	aGlu spleen mod	GAA inhib	Tau fibril ThT
Cc1csc2nc(COc3ccccc3NC(=O)c3ccco3)cc(=O)n12	x	-8.0%[76.3 µM]	-2.8%	-14.0%	x	x	x	-7.4%
COC(=O)C1=C(NC(=O)c2ccccc2[N+](=O)[O-])CCS1	2.7%	-12.7%	-1.3%	-6.6%	-39.7%[inhibitor]	x	-13.6%	-7.9%
NC(=O)c1nn(-c2ccccc2)nc1NC(=O)CN1CCCC1	1.1%	-8.0%	-0.9%	-4.3%	28.8%[10 µM]	-1.6%	x	-5.0%
CN(C)c1nc(-c2ccoc2)nc2ccccc12	8.3%	x	-6.0%	-12.6%	17.4%	5.5%	x	u
Cc1ccc(S(=O)(=O)c2c(C)cc(C)nc2Cl)c(C)c1	0.9%	-3.5%	-4.0%	-10.3%	6.4%[10 µM]	-2.3%	0.6%	-8.8%
COCCCNC(=O)c1sc2ncn(CC(=O)Nc3ccc(C)c(Cl)c3)c(=O)c2c1C	-9.0%	-0.4%	1.1%	-8.7%	-22.3%	-17.0%	1.5%	-7.1%
O=C(CN1CCN(c2ccccc2O)CC1)NC(=O)NC1CCCC1	4.7%	3.98µM*	8.0%	-9.2%	41.3%[10 µM]	-3.2%	0.7%	-7.5%
O=C1NC(=Nc2ccccc2)S/C1=C\c1cccn1-c1ccccc1	0.2%	3.5%	0.2%	-22.4%	-12.8%	-4.4%	-11.9%	u
C=CC(C)(O)CC1[C@@]2(C)CCCC(C)(C)C2CC[C@]1(C)O (stereo partly specified)	-8.4%	x	-0.2%	-12.1%	-33.9%[inhibitor]	3.1%	x	-7.4%
CC(C)c1ccc(C(=O)N2CCCN(C(=O)c3ccc(C(C)C)cc3)CC2)cc1	-5.8%	7.1%	1.6%	2.6%	-3.3%[0.074 µM]	-8.2%	-11.1%	-13.0%

Rows were taken by chance, and some 3.3% of all compounds hit somewhere here.
